PLK1 PBD block: qHTS for Inhibitors of PLK1-PDB (polo-like kinase 1 - polo-box domain): Primary Screen; Plk1 PBD binding of FITC phosphopeptide, fluorescence polarization; Serine/threonine-protein kinase PLK1 (Homo sapiens), P53350; AID 720504, 2013; 360,000 compounds, 2.8% hits; Potency, µM, for the others: max response, negative = inhibition, actives largely listed as inhibitors; note: potency is the fitted concentration of half-maximal effect; series mostly up to about 57 µM; % is set by controls: 0 for no effect and ±100 for the full control effect; nearly all actives have a fitted effect of over 65% in size
Target sequence (P53350 whole entry, looked up, the tested form may be a part): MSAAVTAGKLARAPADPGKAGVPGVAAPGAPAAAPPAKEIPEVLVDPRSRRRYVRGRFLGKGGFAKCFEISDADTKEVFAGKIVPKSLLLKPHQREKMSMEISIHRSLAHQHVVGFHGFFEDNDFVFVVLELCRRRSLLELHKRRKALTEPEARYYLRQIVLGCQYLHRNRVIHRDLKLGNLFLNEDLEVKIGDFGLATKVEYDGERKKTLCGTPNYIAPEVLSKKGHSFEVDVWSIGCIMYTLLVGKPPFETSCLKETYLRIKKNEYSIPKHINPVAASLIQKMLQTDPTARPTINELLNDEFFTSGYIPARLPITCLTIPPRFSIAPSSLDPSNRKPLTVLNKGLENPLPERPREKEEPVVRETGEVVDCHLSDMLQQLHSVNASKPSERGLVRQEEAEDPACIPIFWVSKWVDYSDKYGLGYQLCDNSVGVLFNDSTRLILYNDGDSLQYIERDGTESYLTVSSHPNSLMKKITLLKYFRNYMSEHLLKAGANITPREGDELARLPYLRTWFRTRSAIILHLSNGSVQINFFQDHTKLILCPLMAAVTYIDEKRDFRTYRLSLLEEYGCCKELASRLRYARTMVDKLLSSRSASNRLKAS
WRN inhibitor: qHTS for Inhibitors of WRN Helicase | Bifunctional 3'-5' exonuclease/ATP-dependent helicase WRN (Homo sapiens), Q14191 | WRN helicase unwinding, fluorescent forked duplex, kinetic | Potency, µM (series often up to 114 µM), for inactives: top-dose activity change, negative = inhibition, usual class: inhibitors | 360,000 compounds, 0.46% hits | AID 651768, 2012; note: potency is the fitted concentration of half-maximal effect; % is set by controls: 0 for no effect and ±100 for the full control effect; nearly all actives have a fitted effect of over 55% in size
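Enzyme (20 nM final) and test compound sit together 15 min at room temperature before substrate addition. Substrate is a single-forked duplex oligonucleotide (100 nM) labelled with fluorophore and quencher, with 2 mM ATP; helicase unwinding raises red fluorescence, read kinetically.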
CCT chaperon mod: High-Throughput Screening for Modulators of Cytosolic Chaperonin Activity; activity change, % (concentration not given with the values), hits read low; 360,000 compounds, 0.3% hits; purified chaperonin ATPase assay, HTRF ADP detection, 30 min; in the data active = activity change below about -30%; note: % is set by controls: 0 for no effect and ±100 for the full control effect
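TRiC at 40 or 20 nM final (batch-dependent) in 30 mM Tris pH 7.4, 100 mM KCl, 5 mM MgCl2, 1 mM DTT, with compound at single 76 uM and 10 uM ATP, 30 min at 37 deg C. ADP detected by HTRF Transcreener, 665/615 ratio.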
IL2 activator: qHTS of IL-2 Activators; IL-2 activation reporter assay, cell-based qHTS; stimulated with anti-CD3/CD4/CD28 beads; in transgenic mouse T cells; activation, % (series mostly up to about 46 µM); 360,000 compounds, 0.065% hits; AID 652025, 2013; in the data active = activation above about 50%; inconclusive = mostly about 30% to 49%; note: 0% is about no effect
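EGFP and DsRed fluorescence is measured by plate cytometry in unstimulated transgenic mouse T cells exposed to compound for 60 minutes, then stimulated 18 hours at 37 degrees C with anti-CD3/anti-CD4 beads plus anti-CD28.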
PI5P4Ka inh: qHTS for Inhibitors of phosphatidylinositol 5-phosphate 4-kinase (PI5P4K). Phosphatidylinositol 5-phosphate 4-kinase type-2 alpha (Homo sapiens), P48426. PI5P4Kalpha enzyme, ADP-Glo luminescence, 60 min; active compounds read low. max response, %. 330,000 compounds, 1.2% hits. AID 652105, 2013; active = max response of -50% or lower; inconclusive = between -30% and -50%; inactive = -30% or higher; note: value at the top dose of about 77 µM; % is set by controls: 0 for no effect and ±100 for the full control effect
Target sequence (P48426 whole entry, looked up): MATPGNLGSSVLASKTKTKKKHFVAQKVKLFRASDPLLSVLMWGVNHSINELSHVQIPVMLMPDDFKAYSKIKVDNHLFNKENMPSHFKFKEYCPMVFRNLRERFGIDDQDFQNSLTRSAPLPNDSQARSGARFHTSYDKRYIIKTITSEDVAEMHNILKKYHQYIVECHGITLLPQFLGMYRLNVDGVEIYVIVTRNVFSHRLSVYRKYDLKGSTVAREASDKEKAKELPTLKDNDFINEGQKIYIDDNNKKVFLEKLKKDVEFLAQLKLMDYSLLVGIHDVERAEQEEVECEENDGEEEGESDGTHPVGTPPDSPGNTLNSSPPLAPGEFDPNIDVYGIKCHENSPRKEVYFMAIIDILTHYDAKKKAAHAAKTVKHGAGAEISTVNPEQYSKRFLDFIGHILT
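Single end-point luminescence (ADP-Glo) quantified ADP from PI5P4Kalpha turnover; ATP 5 microM final, 1 h at RT, 0.1% CHAPS and 0.28 mM EGTA in HEPES pH 7.4.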
EPAC1 agonist: qHTS for Agonist of cAMP-regulated guanine nucleotide exchange factor 3 (EPAC1): primary screen | AID 720707, 2013 | Rap guanine nucleotide exchange factor 3 (Homo sapiens), O95398 | EPAC1 agonist qHTS, biochemical assay; response scale: 100% = response to 6.5 mM cAMP | Potency, µM (highest dose often 154 µM), for inactives: at the highest dose activation, actives largely listed as activators | 360,000 compounds, 0.073% hits; note: potency is the fitted concentration of half-maximal effect; nearly all actives have a fitted effect of over 60% in size
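Fluorescent GDP-exchange assay: 100 nM EPAC1 with 250 nM Rap1B preloaded with BODIPY-GDP and 50 uM GDP; compounds tested as concentration series, 5 min at room temperature, then read every 5 min for 30 min (ex 480/em 540 nm); normalized to 6.5 mM cAMP.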
EPAC1 antag: qHTS for Antagonist of cAMP-regulated guanine nucleotide exchange factor 3 (EPAC1): primary screen | Potency, µM (doses to about 115 µM), without a hit: top-dose activity change, negative = inhibition, actives largely listed as inhibitors | Rap guanine nucleotide exchange factor 3 (Homo sapiens), O95398 | EPAC1 GEF assay, Rap1b-BODIPY-GDP exchange fluorescence | 360,000 compounds, 0.14% hits;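 note: potency is the fitted concentration of half-maximal effect; plate controls were vehicle for no effect and positive control for full effect; nearly all actives have a fitted effect of over 50% in size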
EPAC2 ag: qHTS for Agonist of cAMP-regulated guanine nucleotide exchange factor 4 (EPAC2): primary screen. 360,000 compounds, 0.079% hits. Potency, µM (series often up to 154 µM), inactives show at the highest dose activation, actives largely listed as activators. EPAC2 activation, biochemical qHTS; response scale: 100% = 6.5 mM cAMP response. Rap guanine nucleotide exchange factor 4 (Homo sapiens), Q8WZA2. AID 720711, 2013; note: potency is the fitted concentration of half-maximal effect; nearly all actives have a fitted effect of over 50% in size
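Each well held 100 nM EPAC2, 250 nM RAP1B-BODIPY-GDP and 50 uM GDP. Fluorescence, read at 5-min intervals to 30 min, was referenced to a 6.5 mM cAMP positive control.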
Active calls of the source: *; ? = inconclusive; nt = not tested or not shown; [ ] = another dose, or the depositor's remark. Unless noted, calls come from the whole dose curve; as a rule, active = well fitted curve in the direction sought with a large enough effect; inconclusive = small, poorly fitted or top-dose-only effect, or another doubt; inactive = no such curve, though single readings can be large; an effect the other way counts as inactive or inconclusive. Only part of the results is shown. The share of hits here may be higher or lower than overall.

Values in the order: PLK1 PBD block	WRN inhibitor	CCT chaperon mod	IL2 activator	PI5P4Ka inh	EPAC1 agonist	EPAC1 antag	EPAC2 ag
- Cc1sc2ncnc(SCC(=O)NC(=O)NCc3ccco3)c2c1C
→ -16.4%	-27.1%	-0.6	-1.9	nt	-3.6%	-3.5%	6.5%
- COc1ccccc1NC(=O)c1csc2c1CCC(C)C2 (stereo not drawn)
→ -6.6%	-9.5%	-0.9	-0.5	18.3	5.8%	-14.3%	17.2%
- Cc1cccc(N2C(=O)CN=C2Nc2nc(C)cc(C)n2)c1
→ -21.4%	4.6%	1.1	-2.2	-6.1	-2.0%	14.7%	-1.4%
- N#Cc1nc(-c2ccccc2F)oc1N1CCCC1
→ -5.5%	2.5%	0.2	-1.6	nt	-13.6%	5.0%	-11.5%
- Cc1ccccc1CN(c1ccc(C(=O)N2CCCC2)cc1)S(C)(=O)=O
→ -2.4%	-8.2%	-0.4	-2.1	nt	-3.8%	23.7%	2.4%
- COc1ccc(-c2sc3cc4c(cc3c2C#CC2(O)CCCCC2)OCO4)cc1
→ -5.5%	-7.3%	-3.7	0.1	22.9	-6.4%	-9.9%	14.5%
- Cn1c(C(=O)NCCCN2CCOCC2)cc2c(=O)n(C)c3ccccc3c21
→ -4.0%	-8.0%	1.0	-4.1	1.0	3.8%	-1.7%	7.2%
- CCOC(=O)N1CCC(NC(=O)CC(NS(=O)(=O)c2ccc(Cl)cc2)c2ccco2)CC1 (stereo not drawn)
→ 4.1%	-1.6%	-0.5	3.1	-5.4	7.2%	-17.3%	-2.9%
- CN(C)c1cccc(/C=C(\C#N)c2ccccc2)c1
→ -3.8%	-8.9%	-3.8	-4.0	-6.8	3.5%	-0.7%	5.8%
- CSC1=NC2C(N1)N(C)C(=O)N2C (stereo not drawn)
→ -2.7%	-5.4%	-3.7	-1.2	5.4	4.4%	2.4%	6.5%
- COc1ccc(C(=O)NCc2oc(-c3ccccc3)cc2C(=O)O)cc1
→ -11.1%	2.1%	-4.2	0.9	-25.0	2.3%	-9.4%	-0.6%
- CCOc1cc(CN2CCc3c([nH]c4ccccc34)C2)ccc1OC
→ 6.8%	-18.0%	-0.4	1.1	7.0	-0.8%	-19.1%	5.8%
- Fc1ccccc1-c1cc2cc3c(cc2cn1)OCO3
→ -3.7%	-11.9%	1.5	-0.1	0.2	5.2%	-21.3%	2.0%
- CCCCN(CC)C(=O)Cc1c(C(=O)O)[nH]c2ccc(Cl)cc12
→ -6.9%	-3.2%	2.1	-0.5	10.4	2.1%	-9.2%	2.4%
- O=S(OCCN1CCOCC1)C(c1ccccc1)c1ccccc1 (stereo not drawn)
→ -1.5%	4.4%	-2.5	-0.4	0.4	2.9%	0.3%	7.8%
- COc1cc(NC(=S)Nc2ccc3c(c2)OCCO3)cc(OC)c1OC
→ -7.2%	-6.8%	0.9	-2.5	2.7	3.2%	-5.3%	8.7%
- CCN(CC)C(=O)Nc1ccc(Br)cc1
→ -12.8%	-2.8%	0.0	-0.7	-7.6	-0.7%	-9.7%	3.8%
- CCc1c(C)[nH]c(=S)c(C#N)c1C
→ 29.9µM*	-21.4%	1.9	0.5	-67.1*	0.5%	5.3%	-9.5%
- CCCOc1cccc(C2C(C(=O)c3ccco3)=C(O)C(=O)N2CCN(CC)CC)c1 (stereo not drawn)
→ -5.5%	-4.0%	3.8	-1.8	3.9	-8.8%	5.3%	-5.7%
- COC(=O)Cn1c(CN2CCN(C(=O)c3ccco3)CC2)nc2c1c(=O)n(C)c(=O)n2C
→ -5.0%	-7.9%	-0.3	-1.1	2.2	1.4%	9.7%	5.3%
- COC1CCN(C(=O)C2CCC(=O)N(CCc3cccc(F)c3)C2)CC1 (stereo not drawn)
→ -13.3%	-30.4%	-0.4	0.0	6.0	-0.3%	0.3%	6.5%
- Nn1c(SCC(=O)NNC(=O)c2ccccc2)nnc1-c1ccccc1F
→ 3.8%	-4.6%	-1.8	1.8	-3.7	11.6%	-9.1%	6.9%
- CC(Oc1ccc(Br)cc1)C(=O)NCc1ccccn1 (stereo not drawn)
→ -14.2%	-4.1%	0.6	-0.4	-1.7	0.8%	-28.2%	3.3%
- CC1(C)[C@@H](O)CC[C@]2(C)C3C(O)C=C4[C@H]5C[C@@](C)(CO)CC[C@]5(C)CC[C@]4(C)[C@]3(C)CC[C@@H]12 (stereo partly drawn)
→ -7.4%	-0.6%	-3.2	-0.3	-61.9*	-21.7%	-20.4%	3.0%
- CCOc1ccc(NC(=O)c2ccc3c(c2)OCCO3)cc1S(=O)(=O)N(CC)CC
→ -7.8%	-7.1%	1.8	0.4	1.9	1.1%	-19.1%	2.1%
- O=c1[nH]c2ccc(Br)cc2c(=O)o1
→ ?	-4.7%	1.5	-1.8	-18.8	5.2%	6.0%	13.2%
- S=c1[nH]nc(C2CC2c2ccc(Cl)cc2)n1-c1ccc(Cl)cc1 (stereo not drawn)
→ -29.9%	-25.1%	-0.1	-0.6	2.2	22.6%	?	20.1%
- Cc1ccc(S(=O)(=O)CC(=O)N2CCN(c3ccc([N+](=O)[O-])cc3)CC2)cc1
→ -10.4%	-3.4%	-1.6	0.3	-28.7	10.2%	15.3%	10.5%
- Clc1cccc(CSc2nnc(-c3ccccn3)n2Cc2ccco2)c1
→ -6.1%	-21.9%	0.7	-1.6	-3.9	7.9%	0.0%	14.6%
- C=CCOc1c(OC)cc(Cl)cc1C1NC(=O)NC(C)=C1C(C)=O (stereo not drawn)
→ -7.2%	7.7%[57.1 µM]	-0.4	-3.7	-0.1	3.0%	-11.4%	-3.9%

Brought forward from above: two compounds; new compounds follow.
Values in the order: PLK1 PBD block	WRN inhibitor	CCT chaperon mod	IL2 activator	PI5P4Ka inh	EPAC1 agonist	EPAC1 antag	EPAC2 ag
- Clc1cccc(CSc2nnc(-c3ccccn3)n2Cc2ccco2)c1
→ -6.1%	-21.9%	0.7	-1.6	-3.9	7.9%	0.0%	14.6%
- C=CCOc1c(OC)cc(Cl)cc1C1NC(=O)NC(C)=C1C(C)=O (stereo not drawn)
→ -7.2%	7.7%[57.1 µM]	-0.4	-3.7	-0.1	3.0%	-11.4%	-3.9%
- CC1Sc2ccc(S(=O)(=O)CCC(=O)Nc3ccccc3Cl)cc2NC1=O (stereo not drawn)
→ 26.7µM*	3.6%	-1.0	0.2	-4.9	-0.6%	-11.8%	-8.3%
- COc1ccccc1Nc1nc(-c2ccc([N+](=O)[O-])cc2)nc2ccccc12
→ -10.7%	-1.9%	2.5	-0.1	10.0	7.3%	-17.6%	7.5%
- CCN(CC)S(=O)(=O)c1cccc(NC(=O)c2cc3ccccc3o2)c1
→ -4.4%	-8.7%	0.4	-2.1	0.1	14.2%	-18.6%	8.0%
- C=CCNC(=O)c1ccccc1S(=O)c1ccccc1C#N (stereo not drawn)
→ -13.9%	7.5%	-1.2	-1.7	4.2	7.1%	12.9%	-1.3%
- O=C(CCNc1cccc(F)c1)c1cccc([N+](=O)[O-])c1
→ ?	-7.5%	1.8	-0.8	1.5	6.5%	0.5%	5.3%
- Cc1cc(C)c(S(=O)(=O)Nc2ccc(OCC(=O)O)cc2)c(C)c1
→ ?	-2.4%	-2.5	1.9	-3.2	-6.5%	-1.0%	8.2%
- O=C(N/C(=C\c1ccc(F)cc1)C(=O)N1CCOCC1)c1ccccc1
→ -6.6%	6.0%	-4.3	-0.5	-10.1	8.3%	-4.0%	-3.3%
- CCn1c(-c2cccs2)nc2ccccc21
→ -6.4%	-12.8%	-1.9	0.4	12.1	0.0%	-16.2%	-7.8%
- Cc1ccc(NC(=S)c2ccc3ccccc3n2)c(C)c1
→ 13.4µM*	-18.3%	-1.4	-4.2	0.4	-2.0%	-8.1%	14.4%
- CCc1nc2ccc(C(=O)N3CCN(C(C)=O)CC3)cn2c1N(CCC(C)C)CCN(C)C
→ -6.7%	0.3%	-0.4	1.9	-1.6	-0.4%	-9.2%	2.3%
- C/C(=N\NC(=O)c1cccnc1)c1ccc(OC2OCCOC2Oc2ccc(/C(C)=N/NC(=O)c3cccnc3)cc2)cc1 (stereo not drawn)
→ 29.9µM*	-15.4%	-3.8	0.1	-22.2	7.6%	0.6%	1.0%
- Cc1cc(NC(=O)COC(=O)c2cc3c(s2)CCC(C)C3)no1 (stereo not drawn)
→ 0.1%	4.9%	-1.4	-1.7	nt	-13.7%	4.4%	-8.9%
- Cc1cccc(C(=O)Nc2c(C#N)c(C)c(C)n2Cc2ccccc2)c1
→ -8.0%	6.1%	-2.1	0.0	8.4	6.8%	0.6%	-0.8%
- C=C(C)C(=O)Nc1cccc(C2=NOC3(C2)C[C@@H](C(N)=O)N(C(=O)/C=C/CC)C3)c1 (stereo partly drawn)
→ ?	?	-1.4	0.3	-22.6	-1.2%	-24.6%	11.9%
- O=C(c1ccco1)c1cn[nH]c1-c1ccc(Cl)cc1O
→ -9.2%	-6.0%	-1.3	-0.1	0.5	-0.1%	-3.7%	8.3%
- Cc1cccc(NC(=O)CN(C)S(=O)(=O)c2ccc(Cl)cc2)n1
→ -4.6%	-18.0%	1.7	-2.0	nt	2.7%	5.3%	-6.7%
- O=C(N/N=C\C=C\c1ccc2c(c1)OCO2)C1COc2ccccc2O1 (stereo not drawn)
→ -5.0%	0.2%	0.2	0.2	-1.4	7.8%	-27.5%	21.6%
- COc1ccc([C@H]2CC(=O)C=C(c3cc(Br)ccc3OC)C2)cc1
→ -13.4%	-9.4%	-2.0	1.0	10.4	9.4%	-2.8%	9.3%
- COc1ccc(OC)c(NC(=O)Cn2c(CCC(=O)O)ccc2-c2ccccc2)c1
→ -4.8%	-23.6%	-0.4	0.0	7.6	-3.5%	-3.6%	10.2%
- CCOc1ccc2c(c1)C(c1ccc(C)o1)=NNC(c1ccncc1)=N2
→ -3.7%	-1.4%	-1.9	0.1	-2.8	-2.1%	-6.0%	-3.2%
- Cc1ccc(NC(=O)OCc2cncs2)cc1
→ 0.2%	-4.3%	0.8	-2.1	7.8	3.7%	4.9%	12.8%
